# CFTR F508del cor: CFTR F508del correction in bronchial cells; AID 720511; 350,000 compounds, 0.36% hits; CFBE cells, YFP halide quenching; stimulated with forskolin plus potentiator P3; % fluorescence drop versus neutral controls; activity (quench increase), % at 7.58 µM;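 active means mean added fluorescence quench of at least 8% versus neutral control, with both replicates also reaching 8%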;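 further: cells transiently co-express mutant CFTR-F508del with the halide-sensitive YFP; corrector assay measuring rescue of mutant channel to the surface after 24 h compound exposure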
# Statin myotox sup: protects C2C12 myotubes from simvastatin toxicity; ATP luminescence, 48 h; scaled: DMSO 0, geranylgeraniol control 100; rescue of ATP level, % at 7.49 µM; 330,000 compounds, 0.78% hits; AID 602340;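 active means mean ATP rescue above about 67%, or every replicate alone reaching that limit, limit read from the data, passing the limit was not always enough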;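 further: myotubes were challenged with 10 µM simvastatin during compound exposure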
# PGC1a acetyl inh: modulators of PGC1a acetylation; U2OS PGC1a acetylation, AlphaScreen anti-acetyl-lysine; with virally co-expressed GCN5 acetyltransferase; inhibition, % at 15.6 µM; 350,000 compounds, 0.17% hits;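 active means every replicate shows inhibition of at least 40%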;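 further: 0% = neutral control wells and 100% = positive control wells; some results beyond the cut were filed as inactive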
# miR122 inh: miR-122 inhibition in Huh7 cells; Huh7 miR-122 Renilla luciferase sensor, 48 h; neutral wells = 0, positive control = 100; activation (reporter increase), % at 12.5 µM; 340,000 compounds, 0.3% hits;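 active means mean replicate activation score at least 90 and every replicate individually at or above 90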;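 further: higher luciferase means less miR-122 activity so hits act as miR-122 inhibitors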
# FN deposition inh: fibronectin deposition inhibition | AH1F fibroblasts, Alexa488-fibronectin deposition fluorescence, overnight | inhibition, % at 12.6 µM | 350,000 compounds, 0.086% hits | AID 743247;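 active means mean inhibition across replicates of 30% or more, regardless of how many single replicates reach that level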;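 further: positive control wells lacked labelled fibronectin entirely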
#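 Assay system: AH1F fibroblasts assembling fluorescent fibronectin matrix; Amount: 10000 AH1F cells per well; Buffer or medium: DMEM, 2% serum; Probe or stimulus: Alexa488-fibronectin, 24 nM final in well; Doses: single compound dose, delivered by pin transfer; Incubation: 1 h adhesion, overnight exposure; Measured by: fluorescence 485/525 nm; Read-out: fibronectin deposition inhibition.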
# Cneo AK release: causes C. neoformans cell lysis; adenylate kinase release luminescence, 4 h; normalised: neutral wells 0, clomiphene wells 100; lysis activity, % at 15 µM; 360,000 compounds, 0.2% hits; AID 651654;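 active means mean lysis activity across replicates of at least 80%, whatever share of replicates individually reach that level; inactive means mean lysis activity below 80%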
#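 Test system: log-phase Cryptococcus neoformans yeast cells; Quantity: yeast cell density of 5 × 10^6 cells/mL; Buffer or medium: YPD; Doses: single compound concentration per well; Timing: 4 h at 37 °C static, read 1 h later; Measured by: AK luminescence; Read-out basis: lysis from increased AK signal; Control set: Clomiphene as positive control.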
# PglD DTNB: blocks C. jejuni PglD acetyltransferase activity | purified PglD enzyme, DTNB colorimetric CoA detection | inhibition, % at 12.5 µM | 360,000 compounds, 0.098% hits | AID 602405; in the data active means inhibition above about 16%, passing the limit was not always enough; further: strong numbers were not always called active
# GSIS activator: primary screen for activators of insulin secretion dependent on glucose, INS-1E cells, GLuc reporter luminescence. INS-1E GLuc reporter insulin secretion, 2-3 h. activation, % at 16.6 µM. 370,000 compounds, 0.61% hits. AID 743287;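 active means lowest replicate activation of at least 40%, so every replicate reaches that level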;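 further: 0% = median of neutral control wells and 100% = median of IBMX positive control wells; some compounds called inactive have numbers as strong as hits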
# * hit, by the source's call; nt = no result given; [ ] = another dose, or the depositor's remark.
SMILES,CFTR F508del cor,Statin myotox sup,PGC1a acetyl inh,miR122 inh,FN deposition inh,Cneo AK release,PglD DTNB,GSIS activator
COc1ccc(C2=NN(C(=O)CN3CCOCC3)C(c3nc4ccccc4[nH]3)C2)cc1 (stereo not drawn),-1.8,-2,4,-3,-3,nt,nt,-16
O=C(CCn1c(=O)sc2ccccc21)NC1CCCCC1,-2.3,-2,-7,-7,2,3,-5,14
C=CCNC(=S)Nc1sc2c(c1C(=O)OCC)CC(C(C)C)OC2 (stereo not drawn),nt,2,8,3,-1,-1,-2,nt
CCN(C1CCS(=O)(=O)C1)S(=O)(=O)c1ccc(Cl)s1 (stereo not drawn),2.4,-17,nt,nt,5,1,-1,4
O=C(NCCOC(=O)c1ccc([N+](=O)[O-])cc1)c1cccnc1,0.5,-6,2,4,-8,nt,nt,-2
O=C1C2C3CC(C(Br)C3Br)C2C(=O)N1c1ccccn1 (stereo not drawn),nt,nt,-1,-9,-3,-1,-5,nt
CC(C)(O)C#Cc1ccc(CN2CCC(n3nccc3NC(=O)C3CC3)CC2)cc1,2.2,2,5,5,1,0,3,-3
Cc1ccc(-c2nnn(CC(=O)N(Cc3cccs3)C(C(=O)NC3CCCC3)c3ccncc3)n2)cc1 (stereo not drawn),nt,22,-8,-4,11,1,4,-21
CCC(=O)N1CCCCN2[C@H](CO)[C@H](c3ccc(C#CCOC)cc3)[C@H]2C1,-0.9,13,7,-2[16.7 µM],nt,49,1,10
CCC(=O)N1[C@@H](CO)[C@@H]2c3ccccc3N(S(=O)(=O)c3ccccc3)C[C@@H]21,2.2,-10,-2,8[16.7 µM],nt,-6,1,-4
CC(=O)N[C@H]1CC[C@@H](CCNC(=O)Nc2ccc(C(F)(F)F)cc2)O[C@@H]1CO,-0.1,-13,7,nt,9,-2,-1,-24
COc1ccc(NC(=O)Nc2ccc3c(c2)[C@@H]2C[C@@H](CC(=O)N(C)C)O[C@@H](CO)[C@@H]2O3)cc1,1.8,-5,-6,2[16.7 µM],-17,5,-3,7
CCOc1ccc(CCNC(=O)COC(=O)c2cccc(S(=O)(=O)N3CCCCC3)c2)cc1OCC,1.3,-5,nt,nt,-4,nt,nt,0
S=C(NCc1cccs1)Nc1cccc2ccccc12,-1.5,nt,nt,nt,-9,5,-1,12
Cc1ccccc1-c1nn2c(-c3ccccc3)nnc2s1,nt,nt,-6,8,nt,6,-5,38
CC(=O)N1c2ccc(S(=O)(=O)N3CCC(C(=O)Nc4cc(C)cc(C)c4)CC3)cc2CC1C (stereo not drawn),-0.4,13,-5,-3,-2,4,5,3
CCc1cc(=O)oc2cc(OCC(=O)NCCCn3ccnc3)ccc12,1.4,5,nt,-4,1,0,-2,43
CC1=C(C(=O)N(C)C)CC(CC(=O)NCCCCc2ccccc2)C(=O)N1Cc1ccc(C(C)(C)C)cc1 (stereo not drawn),5.3,-3,4,-14,5,-2,-1,nt
CCS(=O)(=O)N1CCC(C(=O)Oc2ccccc2OC)CC1,0.5,17,-1,1,6,0,-5,1
CC(C)CCN1C(=O)c2ccc(C(=O)Nc3ccc(Br)cc3C(=O)O)cc2C1=O,-3.5,0,5,-2,-5,2,3,10
Cc1ccc(S(=O)(=O)N(C)C[C@@H]2OCCCC[C@@H](C)Oc3ccc(NC(=O)Nc4ccc(F)cc4)cc3C(=O)N([C@H](C)CO)C[C@@H]2C)cc1,1.1,nt,17,-1[16.7 µM],8,-2,12,12
CC(C)(C)OC(=O)C[C@H]1C/C=C\C[C@@H](CC(=O)NCCO)C(=O)N[C@H](Cc2ccccc2)COC1=O,-2.1,3,nt,nt,-3,1,-2,23
Cc1ccc(CNC(=O)c2cc3c(s2)CN(Cc2ccccc2)C3)cc1,-3.3,6,nt,-4,nt,0,-1,0
Cc1ccc(S(=O)(=O)N2[C@H](c3ccccc3)CC(=O)[C@@H]3CN(S(=O)(=O)c4ccccc4C)[C@H](c4ccccc4)C[C@@H]32)cc1,-2.7,-11,-7,-8,-4,-1,-5,0
Cc1nn(C)cc1NC(=O)C[C@H]1CC[C@@H]2[C@@H](COc3ccc(NC(=O)Nc4cccc(Cl)c4)cc3C(=O)N2C)O1,0.3,-1,1,-16[16.7 µM],5,-1,0,-6

# The list continues.
SMILES,CFTR F508del cor,Statin myotox sup,PGC1a acetyl inh,miR122 inh,FN deposition inh,Cneo AK release,PglD DTNB,GSIS activator
Cc1ccc(NC(=O)c2cc(N3C(=O)C4CCCCC4C3=O)ccc2N2CCOCC2)cc1 (stereo not drawn),1.3,5,nt,1,7,nt,nt,-3
CC(=O)Nc1ccc(NC(=O)CSc2nccn2Cc2ccco2)cc1,-1.8,-11,nt,0,-2,1,-3,nt
COc1cccc(NS(=O)(=O)c2ccc(S(=O)(=O)N3CCCC3)cc2)c1,-0.2,1,-2,14,-4,0,4,3
CNC[C@@H]1OCCCC[C@H](C)Oc2ccc(NC(=O)Nc3ccccc3)cc2C(=O)N([C@@H](C)CO)C[C@@H]1C,-0.1,6,-43,8[16.7 µM],nt,1,-2,1
NS(=O)(=O)c1ccc(NC(=S)NC2CCCC2)cc1,nt,-4,12,-2,-7,0,0,12
CC(C)c1csc(CN2CCN(Cc3ccccc3)C(CCO)C2)n1 (stereo not drawn),-0.2,2,-4,-1,nt,1,1,-36
COc1ccc(NC(=O)O/N=C/c2ccncc2)cc1,0.6,nt,7,nt,10,nt,nt,0
Cc1ccc(S(=O)(=O)N/N=C/c2cn(C)nc2C)cc1,nt,10,5,3,nt,-6,-8,nt
CCN(CC)S(=O)(=O)c1ccc(N2CCCCC2)c(NC(=O)c2ccncc2)c1,0.3,7,0,9,1,0,nt,-13
COc1ccc(OC)c2nc(-c3ccc4c(c3)OCO4)ccc12,-4.5,0,nt,nt,11,-2,-5,21
Cc1cc(=O)oc2cc(OCC(=O)Nc3nnc(C4CC4)s3)ccc12,-1.5,nt,-8,-8,-9,0,-1,3
C[C@@H]1CCCCO[C@H](CN(C)S(=O)(=O)c2cccs2)[C@H](C)CN([C@@H](C)CO)C(=O)c2cc(NC(=O)C3CCCCC3)ccc2O1,1.0,nt,-8,3[16.7 µM],nt,1,1,-16
CC(C)CC(c1nnnn1C1CCCCC1)N1CCN(C(=O)c2ccco2)CC1 (stereo not drawn),-1.4,26,-4,0,0,1,2,-3
CCN(CC)C(=O)CSc1nc2ccccc2c(=O)n1CCC(=O)NCc1ccc(F)cc1,nt,3,10,-8,3,0,-3,nt
Cc1ccc(C(=O)OC2CCOC2=O)cc1NC(=O)c1ccco1 (stereo not drawn),nt,-1,6,-1,nt,-1,4,nt
COc1ccc(S(=O)(=O)Nc2ccc3c(c2)C(=O)N([C@@H](C)CO)C[C@H](C)[C@H](CN(C)CC2CCCCC2)OCCCC[C@@H](C)O3)cc1,-1.0,nt,-1,2[16.7 µM],nt,9,-2,-19
Cc1cccc(OCCOC(=O)C2CCN(S(=O)(=O)c3ccc(C)c(C)c3)CC2)c1,-1.3,nt,-5,nt,nt,2,-3,14
Cc1ccc2oc(=O)ccc2c1,0.6,20,11,1,nt,-2,0,-12
Cc1ccc(NC(=O)Cn2ncn3c(cc4ccccc43)c2=O)cc1F,5.0,14,0,nt,-7,-15,3,-6
CC(C)Cc1ccc(CN2CCC(n3nccc3NC(=O)C3CCCC3)CC2)cc1,1.4,2,5,-5,nt,1,-4,-35
CC1(C(=O)NS(=O)(=O)c2ccc(C#N)cc2)CCN1C(=O)CC1CCCCC1 (stereo not drawn),-1.0,2,11,-2,-1,1,-2,3
O=C1CN(C(=O)c2ccc3nc(Cc4cccc(Cl)c4)oc3c2)CCN1,-4.6,-1,nt,2,-1,-8,3,-1
COc1ccc(C(C)C)cc1S(=O)(=O)N1CC(C)OC(C)C1 (stereo not drawn),0.1,3,0,54,-8,4,-1,5
COc1ccc(Cn2ccnc2SCC(=O)Nc2ccccc2)cc1,-0.6,-1,nt,nt,0,-1,4,-11
COCCN(C(=O)Cn1c(C(F)(F)F)nc2ccccc21)c1c(N)n(Cc2ccccc2)c(=O)[nH]c1=O,-0.7,nt,1,4,4,1,6,4

# (more compounds)
SMILES,CFTR F508del cor,Statin myotox sup,PGC1a acetyl inh,miR122 inh,FN deposition inh,Cneo AK release,PglD DTNB,GSIS activator
O=C(Cn1nnc(-c2ccccc2)n1)N/N=C/c1ccco1,0.0,6,2,-2,nt,2,7,5
COc1cccc(NC(=O)COC(=O)c2c3c(nc4ccccc24)CCC(C)C3)c1 (stereo not drawn),nt,24,-19,0,nt,-3,1,-17
CCOC(=O)Cn1nc(-c2ccc(Cl)cc2)ccc1=O,nt,2,5,nt,-2,-1,-2,8
O=C(CCN1C(=O)c2ccc([N+](=O)[O-])cc2C1=O)Nc1cccc(O)c1,nt,nt,nt,-4,nt,3,0,7
O=C(O)C1CCCCC1C(=O)OCCCCOC(=O)C1CCCCC1C(=O)O (stereo not drawn),nt,0,1,-7,-1,-1,-1,nt
Cc1nc(NC(C)c2ccccc2)c2oc3ccccc3c2n1 (stereo not drawn),nt,-31,3,-12,nt,-1,2,nt
O=S1(=O)CCOC[C@H](Cc2ccccc2)N1Cc1cccc(F)c1,-0.2,-21,-1,-1,0,1,1,5
O=C(O)c1ccccc1SC1CC(=O)N(c2cccc3ccccc23)C1=O (stereo not drawn),-4.5,-10,-14,-12,2,2,0,-33
Cc1noc(C)c1S(=O)(=O)N(C)C[C@H]1Oc2ccc(NS(C)(=O)=O)cc2CC(=O)N([C@H](C)CO)C[C@H]1C,-2.1,-22,3,1[16.7 µM],nt,37,1,11
Cc1ccc(OCC(=O)NNC(=O)C(C)Sc2ncnc3sc(C)c(C)c23)cc1 (stereo not drawn),nt,3,8,-3,-2,0,nt,nt
CSCC[C@H](NC(=O)c1cccc(S(=O)(=O)N2CCCCC2)c1)c1nc2ccccc2[nH]1,-1.0,3,3,11,1,nt,nt,-19
COc1ccc(C(=O)Nc2ccc3c(c2)C(=O)N(C)[C@@H]2CC[C@H](CC(=O)NCC4CC4)O[C@H]2CO3)cc1,nt,-1,nt,nt,-4,-4,2,10
CCC(=O)N(C)C[C@@H]1Oc2ncc(-c3ccc(C(=O)N(C)C)cc3)cc2C(=O)N([C@@H](C)CO)C[C@H]1C,0.1,2,15,-5[16.7 µM],nt,0,1,11
CCCc1cc(C(=O)Nc2sc3c(c2C(=O)OCC)CCCC3)no1,-0.7,-20,9,7,10,1,0,nt
CCOc1ccccc1N1CCN(S(=O)(=O)CC)CC1,nt,1,4,-1,nt,-2,-5,nt
CC(C)(C)OC(=O)CNC(=O)c1[nH]cnc1C(=O)Nc1ccc(CNC(=O)OC(C)(C)C)cc1,-3.5,12,-18,0,-1,0,-2,nt
CO[C@H](CN(C)Cc1ccc(-c2ccccn2)cc1)[C@@H](C)CN(C(=O)Nc1ccc(F)cc1)[C@H](C)CO,2.1,12,1,nt,1,46,-4,-11
CCN1C(=O)c2ccccc2Sc2ccc(C(=O)NCCCN(CC(C)C)CC(C)C)cc21,-2.3,16,-7,9,15,-1,0,-30

# Complete entries, looked up by structure:
# O=C(O)c1ccccc1SC1CC(=O)N(c2cccc3ccccc23)C1=O (stereo not drawn) is listed with CFTR F508del cor: -4.5; Statin myotox sup: -10; PGC1a acetyl inh: -14; miR122 inh: -12; FN deposition inh: 2; Cneo AK release: 2; PglD DTNB: 0; GSIS activator: -33
# O=C(Cn1nnc(-c2ccccc2)n1)N/N=C/c1ccco1 is listed with CFTR F508del cor: 0.0; Statin myotox sup: 6; PGC1a acetyl inh: 2; miR122 inh: -2; FN deposition inh: nt; Cneo AK release: 2; PglD DTNB: 7; GSIS activator: 5
